Source: PubChem (several laboratories)
N-glyco inh – N-linked glycosylation inhibition; D54 ERlucT glycosylation luciferase reporter, 24 h; percent of 100 nM tunicamycin response; reporter increase, % at 12.5 µM; actives 0.23% (n = 360,000); AID 588692;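 active = mean luciferase reporter signal, scaled so untreated is 0 and the glycosylation-blocking control 100, at or above a set limit in every replicate; inconclusive = mean reaches the limit but not every replicate does; inactive = mean below the limit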;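 also: luciferase carries N-glycosylation sites so blocking glycosylation raises the light; 0% = median of neutral control wells and 100% = median of 100 nM tunicamycin wells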
MC4R barr agon – activates human MC4R beta-arrestin recruitment. P32245. U2OS MC4R beta-arrestin complementation, luminescence; percent of melanotan II response, DMSO zero. activation, % at 8.9 µM. actives 0.98% (n = 360,000). AID 540308;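 active = activation above a per-plate cutoff, the mean activation of sample wells on that plate plus 3 SD, cut at about 8% in these data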
MC4R antagonist – human MC4R antagonism in cAMP assay | actives 0.48% (n = 360,000) | inhibition, % at 6.5 µM | P32245 | AID 540295 | MC4R-expressing cells, MTII-stimulated cAMP, LANCE TR-FRET;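 active = inhibition above its plate's cutoff, the mean of tested wells on that plate plus 3 SD, cut at about 29% in these data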;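 also: 0% = Melanotan II alone and 100% = Melanotan II plus saturating MCL0020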
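Test system: U2OS cells stably expressing human melanocortin 4 receptor (MC4R); also added: Melanotan II challenge; compound: 6.5 µM single dose; timing: 30-min compound preincubation, 1-h Melanotan II challenge, 1-h detection, room temperature; signal: Eu-cAMP/anti-cAMP TR-FRET, emission 671 nm; repeats: one well per compound, no replicates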
Granule exo inh – blocks lytic granule exocytosis; TALL-104 LAMP-1 surface exposure, flow cytometry; cells stimulated with thapsigargin and PMA; inhibition, % at 10 µM; actives 0.66% (n = 360,000); AID 651702;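 active = inhibition above about 55%, limit read from the data; inconclusive = no clear call, values can overlap the other calls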
Cardio protect – myocardial damage modulation in H9c2 cells | H9c2 cardiomyocytes, H2O2 injury protection, ATPLite, 2 h | protection from H2O2 cell death, % at 20 µM | actives 0.63% (n = 360,000);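 active = compounds giving at least 50% protection of heart cells from peroxide-induced death in the single-dose screen, raw or plate-pattern-corrected value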;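 also: 0% = DMSO wells with peroxide and 100% = DMSO wells without peroxide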
ABHD5 PLIN5 PPI – blocks binding of human ABHD5 to perilipin-5. Split G. princeps luciferase complementation, luminescence, 4 h. inhibition, % at 4 µM. Q00G26+Q8WTS1. actives 0.78% (n = 360,000);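 active = inhibition above the mean inhibition across every tested compound plus 3 SD, cut at about 22% in these data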;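 also: 0% = DMSO only wells and the 100% control is not disclosed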
Target sequence (Q00G26 whole entry, looked up): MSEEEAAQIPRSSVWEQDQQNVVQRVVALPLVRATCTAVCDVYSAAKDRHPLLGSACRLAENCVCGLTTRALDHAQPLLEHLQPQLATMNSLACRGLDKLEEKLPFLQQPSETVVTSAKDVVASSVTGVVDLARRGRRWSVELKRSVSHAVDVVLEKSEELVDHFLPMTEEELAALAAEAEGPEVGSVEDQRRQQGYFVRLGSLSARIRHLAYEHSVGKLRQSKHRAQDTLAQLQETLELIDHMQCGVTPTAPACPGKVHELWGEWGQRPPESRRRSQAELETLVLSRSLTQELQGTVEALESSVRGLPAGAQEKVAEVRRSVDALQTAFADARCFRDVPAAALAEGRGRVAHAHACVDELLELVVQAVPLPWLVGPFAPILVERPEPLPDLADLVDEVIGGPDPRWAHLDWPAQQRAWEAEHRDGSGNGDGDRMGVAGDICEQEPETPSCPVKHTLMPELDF
Target sequence (Q8WTS1 whole entry, looked up): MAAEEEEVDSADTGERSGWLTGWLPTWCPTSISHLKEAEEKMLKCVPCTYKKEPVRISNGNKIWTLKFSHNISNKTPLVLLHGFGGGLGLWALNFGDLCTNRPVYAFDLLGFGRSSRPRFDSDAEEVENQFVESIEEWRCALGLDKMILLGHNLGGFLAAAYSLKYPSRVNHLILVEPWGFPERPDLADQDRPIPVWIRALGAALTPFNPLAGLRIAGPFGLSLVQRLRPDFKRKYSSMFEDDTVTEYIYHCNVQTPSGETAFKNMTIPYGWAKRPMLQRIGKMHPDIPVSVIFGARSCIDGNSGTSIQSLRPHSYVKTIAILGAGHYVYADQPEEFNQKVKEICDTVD
ABCB6 inh 2 – inhibitors of human ABC transporter ABCB6 | Q9NP58 | K562-ABCB6 porphyrin accumulation, flow cytometry, 1 h; hits give low values | fluorescence ratio to DMSO, % at 10 µM | actives 0.19% (n = 360,000) | AID 602162;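 active = fluorescence ratio to DMSO below 75%, the collection mean minus 3 SD; inconclusive = too few cells collected in the well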;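 also: signal is porphyrin accumulated inside mitochondria; 100% equals median channel fluorescence of DMSO control wells; lower ratio means ABCB6 inhibition with less porphyrin fluorescence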
hiPSC survival – increases survival of single human iPS cells; hiPSC single-cell survival, ATPlite luminescence; 100% = ROCK inhibitor wells, 0% = DMSO; survival enhancement, % at 20 µM; actives 0.044% (n = 360,000); AID 602274; in the data active = survival enhancement above about 18%;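 also: cells exposed to compounds for 16 hours before the ATP read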
m5-HT2A agonist – agonists of mouse serotonin 5-HT2A receptor (HTR2A). P35363. CHO-K1 mHTR2A beta-arrestin complementation, luminescence; percent of 30 µM serotonin response. activation, % at 7.6 µM. actives 0.66% (n = 360,000);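 active = activation above a run cutoff, the mean activation of all tested compounds plus 3 SD, cut at about 14% in these data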;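 also: 0% = plate median of compound wells and 100% = 30 µM serotonin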
aDG glyco act – increases alpha dystroglycan glycosylation. Pro5-aDG cells, alpha-DG glycosylation AlphaScreen (IIH6); 0% Pro5, 100% B10-LARGE cell signal. actives 0.22% (n = 360,000). activation, % at 10 µM;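 active = activation of at least 8% versus controls, or a plate z-score of at least 8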;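 also: Pro5 are CHO cells carrying HIG-tagged alpha-DG that lacks glycosylation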
* marks the source's active call; other numbers are inactive results; ? = inconclusive; nt = not tested or not shown.

SMILES	N-glyco inh	MC4R barr agon	MC4R antagonist	Granule exo inh	Cardio protect	ABHD5 PLIN5 PPI	ABCB6 inh 2	hiPSC survival	m5-HT2A agonist	aDG glyco act
COc1ccc(Cn2c(=O)[nH]c3cc(C(=O)N4CCN(c5ccc(C(C)=O)cc5)CC4)ccc3c2=O)cc1	-2	-0.8	2	1	5	0	90	-0.4	-7	0.0
O=C(CNC(=O)c1ccco1)OCc1ccc(C(=O)Oc2ccccc2)cc1	-1	-1.1	20	0	21	4	92	4.3	-4	-0.1
CCCCc1c(O)nc(SCC(=O)N2CCOCC2)[nH]c1=O	0	-0.9	8	-1	-1	-3	99	-2.1	8	1.0
CCOC(=O)c1[nH]c(C)c(C(=O)Nc2ccc(C)c(Cl)c2)c1C	11	1.5	7	2	-2	0	100	-1.5	-4	0.4
O=C(C1CCC1)N1CCc2cc(S(=O)(=O)NCc3ccccn3)ccc21	-2	-1.1	-3	1	0	-10	102	1.4	3	0.4
N#CC(=C(O)CN1CCN(c2ccccc2F)CC1)c1nc(-c2ccccc2)cs1	-1	-0.7	4	0	-11	-3	98	6.0	-4	0.0
COc1ccc(-c2nnc(C)c3nocc23)cc1	0	-1.5	6	8	12	5	227	0.9	8	0.0
CCC(C)[C@H](NC(=O)[C@@H]1Cc2ccccc2CN1)C(=O)Nc1ccc2c(c1)OCO2 (stereo partly drawn)	-2	1.0	-4	?	0	15	101	-0.4	4	0.5
Cc1nn(Cc2ccccc2)c(Cl)c1C(=O)NCCc1ccc(Cl)cc1	-2	-2.8	-3	-5	-4	-7	92	2.3	-5	0.3
CC(NC1CCN(Cc2ccccc2)CC1)c1ccc(F)cc1 (stereo not drawn)	-1	-0.3	-3	4	10	1	99	-0.5	5	0.1
COc1ccc(Br)cc1CNc1ccc(O)cc1	12	-1.8	-9	3	5	-38	93	-1.6	-6	0.7
COc1ccc(-n2c(C)cc(C(=O)CCl)c2C)cc1	24	-4.1	-14	12	-13	11	105	-0.8	-4	0.1
CCCCC(c1nnnn1CCOC)N1CCN(CC)CC1 (stereo not drawn)	1	-3.0	-5	-1	-12	-1	84	-0.6	-4	0.1
N#CCCN1CCn2c1nc1ccccc12	1	-2.7	5	-1	-1	-4	108	0.8	1	-0.1
CCN1C(=O)[C@H]2[C@@H](c3ccc(-c4cccc(Cl)c4)cc3)N[C@@](CC(C)C)(C(=O)OC)[C@H]2C1=O	-1	0.5	1	-2	-5	3	99	0.6	2	0.7
C=CCOc1nc2c(c(=O)n(C)c(=O)n2C)n1Cc1ccccc1Cl	-3	3.8	9	-1	-11	-2	94	1.4	7	2.4
ClC1CCCCC1n1nnc2ccccc21 (stereo not drawn)	-2	-0.6	2	-1	8	2	96	1.1	-5	-0.1
O=C(N/N=C/c1cccnc1)c1ccc(Cn2cc([N+](=O)[O-])cn2)o1	2	2.1	-2	0	2	8	89	-3.0	-3	0.2
Cc1ccc(Nc2ncc3c(n2)CC(c2ccco2)CC3=O)c(C)c1 (stereo not drawn)	-9	-1.3	7	0	2	7	96	-1.5	-1	-0.2
CC(=O)Nc1ccc(NC(=S)NC(=O)c2ccc([N+](=O)[O-])c(C)c2)cc1	-2	0.2	24	-6	-2	0	99	0.7	1	-0.2
O=C(Cc1ccccc1)N1CCN(c2ccccc2F)CC1	0	0.8	21	7	8	-2	104	1.1	-1	-0.1
CNC(=O)NC(=O)CSc1nc2sccc2c(=O)n1-c1ccccc1	2	0.7	-4	-2	1	6	94	-0.1	3	-0.1
COc1ccc(CNC(=O)c2ccc(CS(=O)(=O)c3ccc(OC)cc3)o2)cc1	-3	0.7	3	0	2	11	93	2.4	2	-0.4
CC(C)=C1SC(N2CCN(c3ccc(Cl)cc3)CC2)=NC1=O	-1	-0.3	15	0	-6	8	100	-0.8	7	0.9
COc1ccc(Cl)cc1CNC[C@H]1O[C@@H](n2cnc3c(=O)[nH]c(N)nc32)[C@H](O)[C@@H]1O	3	nt	nt	-3	0	-1	100	0.4	3	0.2
Next section.
SMILES	N-glyco inh	MC4R barr agon	MC4R antagonist	Granule exo inh	Cardio protect	ABHD5 PLIN5 PPI	ABCB6 inh 2	hiPSC survival	m5-HT2A agonist	aDG glyco act
O=C1c2ccccc2S(=O)(=O)c2cc(C(=O)N3CCCC3)ccc21	-1	-0.1	3	3	13	0	98	-1.7	-3	-0.2
CCCCNC(=O)NS(=O)(=O)c1ccc(NC(=O)C(NC(N)=O)C(C)CC)cc1 (stereo not drawn)	3	0.9	-3	8	1	-1	100	2.0	-1	0.0
CCOc1ccc(C(C)(C)C)cc1S(=O)(=O)Nc1ccncc1	-1	-0.9	15	-2	3	-5	99	-0.2	3	-0.2
COc1ccc(/C=C2\Sc3ccc(C(=O)NCCN4CCCCCC4)cc3N(C)C2=O)cc1	-4	3.8	-7	11	14	15	101	-0.4	-14	0.9
CC1(NS(=O)(=O)c2ccc(Cl)s2)CCS(=O)(=O)C1 (stereo not drawn)	2	0.4	11	4	3	8	96	2.3	6	0.1
Cc1ccc2nc(-c3cccnc3)cc(C(=O)Nc3ccccc3[N+](=O)[O-])c2c1	8	6.9	12	2	-3	7	92	-0.4	3	-0.4
Cc1ccccc1N(CC(=O)NC1CCCC1)C(=O)c1csnn1	3	-3.3	5	-1	-5	-4	97	3.2	-3	-0.3
CCc1ccc(CN2C(=O)c3ccccc3C2C(=O)NC(C)CC)cc1 (stereo not drawn)	0	-0.2	5	34	-3	-14	94	0.0	-10	0.0
Cc1ccc(C(=O)Nc2ccc3c(c2)OCCO3)o1	-10	-0.3	0	-4	-22	8	104	-4.7	0	-0.1
Cc1ccc(NC(=O)CN(C)CC(=O)Nc2ccc(N3CCOCC3)cc2)c([N+](=O)[O-])c1	1	-2.0	-1	-3	2	-3	96	0.4	5	0.1
CCCc1c(O)nc(SCC(=O)O)[nH]c1=O	1	0.5	13	-3	1	0	100	-2.0	1	-0.6
O=C(c1cccs1)N1CCN=C1SCc1ccc(F)cc1	-1	0.0	8	1	-5	-5	101	1.8	1	0.1
CCNC(=S)NS(=O)(=O)c1ccccc1	1	-2.6	6	-2	-5	-2	105	-0.1	-2	0.0
C=C(C)Cn1c2ccc(NC(=O)NCc3ccc(F)cc3)cc2c(=O)n1C	1	-0.8	2	-5	-3	0	94	1.3	-3	-0.3
O=C(Oc1cccc(NC(=O)c2ccco2)c1)c1ccc(Br)c(S(=O)(=O)N2CCCCC2)c1	0	1.5	11	2	-1	-1	99	1.3	-2	0.0
COC(=O)c1c(C(=O)OC)c(-c2ccc(C)cc2)n2c1CS(=O)C2 (stereo not drawn)	2	-1.9	2	4	-2	-2	100	-3.1	-5	1.5
CCCOc1cc(C)c(S(=O)(=O)NCc2cccs2)cc1C	-3	3.0	10	-2	-14	-10	101	-0.4	7	0.2
Cc1ccc(NC(=O)c2cc(S(=O)(=O)N3CCC4(CC3)OCCO4)ccc2F)cc1	-1	-1.9	5	-2	-6	-1	96	2.6	-2	0.5
CCCNCCC(c1ccco1)c1ccccc1OC (stereo not drawn)	-1	0.7	-3	0	2	-2	101	-2.7	-1	0.1
COc1ccc(CNC(=O)C2CCN(S(=O)(=O)c3ccc(-c4nn[nH]n4)cc3)CC2)cc1	2	-0.6	-3	0	-18	8	109	-1.5	1	-0.1
N#Cc1nc(Cc2cccc3ccccc23)oc1N1CCC(C(N)=O)CC1	2	-0.3	-1	1	-2	3	102	-1.3	2	-0.2
COc1ccc(-c2ccc(=O)n(CC(=O)Nc3cccc(O)c3)n2)cc1OC	-1	-1.0	-3	0	1	0	99	0.5	-2	0.2
COc1ccc(CC(=O)Nc2ccc(C(=O)Nc3ccccc3C(=O)O)cc2)cc1OC	3	-2.1	0	2	6	2	103	0.4	1	0.1
COc1cccc(NC(=O)C2(C)CCN2Cc2ccc(SC)cc2)c1 (stereo not drawn)	-1	2.3	1	0	-2	-1	100	-0.8	2	-0.2
COc1cc(CNCCc2ccccc2)cc(Br)c1OCC(=O)Nc1ccccc1C	-2	8.6*	-3	17	6	15	97	-1.8	-2	1.2

Two entries picked at random from the list so far:
SMILES	N-glyco inh	MC4R barr agon	MC4R antagonist	Granule exo inh	Cardio protect	ABHD5 PLIN5 PPI	ABCB6 inh 2	hiPSC survival	m5-HT2A agonist	aDG glyco act
COc1ccc(Cn2c(=O)[nH]c3cc(C(=O)N4CCN(c5ccc(C(C)=O)cc5)CC4)ccc3c2=O)cc1	-2	-0.8	2	1	5	0	90	-0.4	-7	0.0
N#Cc1nc(Cc2cccc3ccccc23)oc1N1CCC(C(N)=O)CC1	2	-0.3	-1	1	-2	3	102	-1.3	2	-0.2

Going on with the list.
SMILES	N-glyco inh	MC4R barr agon	MC4R antagonist	Granule exo inh	Cardio protect	ABHD5 PLIN5 PPI	ABCB6 inh 2	hiPSC survival	m5-HT2A agonist	aDG glyco act
COc1ccc(NC(=O)CNC(=O)N2CC(=O)Nc3ccccc32)cc1OC	4	0.6	6	1	-4	-2	99	0.3	2	0.0
O=C(Nc1cccc2ccccc12)c1ccc([N+](=O)[O-])o1	27*	-2.7	7	1	-19	-5	98	-0.8	-2	0.8
CC(C)CC(NC(=O)C1CCC(C)CC1)C(=O)N1CCN(c2ccccn2)CC1 (stereo not drawn)	1	-0.3	1	2	-10	6	103	0.5	0	0.0
CC1CCC(NC(=O)C2CCC(CNS(=O)(=O)c3cccc4nsnc34)CC2)CC1 (stereo not drawn)	0	-0.2	4	4	-15	-5	97	-1.5	7	-0.1
CCOC(=O)c1ccc(NC(=O)NCCc2cnc[nH]2)cc1	3	1.0	6	4	-3	2	99	0.1	5	0.2
O=c1c(C(c2ccccc2)c2c(O)sc3ccccc3c2=O)c(O)sc2ccccc12	2	0.2	5	-2	0	6	103	-0.1	2	-0.3
CCC(C)[C@H](NC(=O)C1CCN(C(=O)[C@H](Cc2ccccc2)NC(=O)OC(C)(C)C)CC1)C(=O)O (stereo partly drawn)	-1	0.0	2	18	-6	0	97	0.4	-2	0.0
CCCCNC(=O)CNC(=S)N(Cc1ccccc1F)C1CCCCC1	-1	-0.6	18	0	4	-10	92	0.4	-3	1.1
CCc1cc(CNC(=O)C2CCC(=O)N(Cc3cccc(F)c3)C2)on1 (stereo not drawn)	2	-1.6	3	17	-3	3	95	-0.3	-5	-0.2
O=C(CN(Cc1ccccc1)S(=O)(=O)c1ccc(F)cc1)NCc1cccnc1	-2	-2.2	11	0	-1	2	93	0.5	-5	0.0
Cc1cccc(OCC(=O)Nc2cc(S(=O)(=O)N3CCCCC3)ccc2N2CCN(C)CC2)c1	-1	1.6	20	9	6	6	97	-0.9	-9	0.0
NS(=O)(=O)c1ccc(NC(=O)c2ccc(COc3ccccc3)o2)cc1	-1	-2.2	7	2	-6	5	95	-0.6	8	0.4
OCC1(Cc2ccccc2)CCN(C2CCN(c3ccccc3F)CC2)CC1	1	5.1	11	11	5	7	97	-1.0	-4	0.1
CC(/C=C/c1ccc(O)cc1)=N/O	-2	-1.1	3	-3	3	-7	98	0.5	-4	-0.3
Cc1cccn2c(=O)c(C(=O)NCCCN3CC(C)CC(C)C3)c(O)nc12 (stereo not drawn)	-2	-3.4	9	-2	-2	-7	97	-0.5	0	-0.2
